Screens deposited in PubChem BioAssay by Sanford-Burnham Center for Chemical Genomics.
NR3A LBD binder: binders of NR3A ligand-binding domain, primary screen, biophysical, differential scanning fluorimetry, uHTS. Glutamate receptor ionotropic, NMDA 3A (GRIN3A) ligand-binding domain. NR3A LBD differential scanning fluorimetry, Tm shift; 0% = protein alone, 100% = glycine-bound protein. Tm shift relative to glycine control, % at 25 µM. 340,000 tested, 2.5% active. AID 1259313, 2017;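 active = melting temperature shift of at least 10% of the positive control shift, at one fixed dose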
MPTP block: mitochondrial permeability transition pore inhibitors, primary screen, biochemical, isolated mouse mitochondria, absorbance. Ca2+ swelling absorbance, 30 min. AID 602449, 2012. 360,000 tested, 1.4% active. inhibition, % at 10 µM;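 active = inhibition of 50% or more, scaled per plate between neutral and stimulator controls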;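 note: 0% = DMSO wells given calcium and 100% = 1 mM EGTA wells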
Starred values were filed as active, the others as inactive. This is a subset (hit frequency here may not be typical).

NR3A LBD binder,MPTP block,canonical_smiles
7,-6.4,Oc1c(C(c2ccccc2)N2CCOCC2)ccc2ccccc12 (stereo unspecified)
0,-1.2,CCCNc1ncc2c(=O)[nH][nH]c(=O)c2n1
-4,2.5,O=C(NCCCCc1ccccc1)c1cccc(NC(=O)C2CCCC2)c1
1,-1.6,CC1(C)N=C(N)NC(Nc2ccc(Cl)cc2)=N1
-3,0.7,C/C(CC(=O)Nc1ccc(C)c(Cl)c1)=N\NC(=O)c1ccncc1
-3,2.0,O=C1Cc2c(-c3ccccc3)cc(-c3cccc(Cl)c3)nc2-c2ccccc2N1
-2,-1.5,CCn1c(=O)n(C)c2c(=O)n(C)c(=O)n(C)c21
4,-1.9,COc1ccc(/C=C2/CCCC(CN(C)C)C2=O)cc1 (stereo unspecified)
-3,2.2,COc1ccnc(CSC(N)=Nc2cccc(C(F)(F)F)c2)c1
-1,-0.2,Cc1cc(=O)oc2cc(OC(=O)c3ccco3)ccc12
0,1.7,O=C(c1ccc(Cl)cc1)C1CCN(C(=S)Nc2ccccc2)CC1
2,85*,COc1ccc(Cl)cc1NC(=O)c1cccc([N+](=O)[O-])c1O
0,79*,CCCCCCCCCCCC1N=C(N)NC(CCCO)=C1C(=O)OC (stereo unspecified)
2,-1.6,O=C(Cc1ccc([N+](=O)[O-])cc1)c1ccccc1
-5,1.5,Cc1cc(C)cc(NC(=O)Nc2cccnc2)c1
13*,-0.3,Clc1ccc2c(SCC3CO3)c3ccccc3nc2c1 (stereo unspecified)
0,0.1,Nc1ncc2[nH]c(N)nc2n1
11*,1.5,O=C(CN1CCN(Cc2ccccc2)CC1)c1ccc(Br)cc1
-2,-4.2,O=S(=O)(CCc1ccccc1)CS(=O)(=O)CCc1ccccc1
1,-1.5,C#CCOCCOCCOCCNc1nc(N2CCN(C(=O)[C@H](C(C)C)n3cc(CCO)nn3)CC2)nc(N2CCN(C(=O)[C@H](Cc3ccc(O)cc3)n3cc(CCO)nn3)CC2)n1
-2,0.3,Cc1ccc(CNC(=O)c2ccc(OCC(C)C)cc2)n1C
-2,0.7,O=C(C1CCCCC1)N1CCC2CC1c1cc(Cl)ccc12 (stereo unspecified)
2,-1.8,Cn1c(C(=O)NC2CCCC2)cc2c(=O)n(C)c3ccccc3c21
-11,24,COc1ccc(CC(=O)Nc2cccc(-c3nnc(-c4ccccc4)o3)c2)cc1OC
0,-0.8,NC(=O)C1CC2(C1)CC(C(N)=O)C2 (stereo unspecified)

MPTP block, entries above that show a hit.
NR3A LBD binder,MPTP block,canonical_smiles
2,85*,COc1ccc(Cl)cc1NC(=O)c1cccc([N+](=O)[O-])c1O
0,79*,CCCCCCCCCCCC1N=C(N)NC(CCCO)=C1C(=O)OC (stereo unspecified)

The list continues:
NR3A LBD binder,MPTP block,canonical_smiles
5,-0.9,O=[N+]([O-])c1cc2ccccc2nc1-c1ccccc1
0,0.8,c1ccc(CCc2cccnc2)cc1
2,-0.5,O=C(O)C(C=C(Cl)Cl)N1CCOCC1 (stereo unspecified)
-3,4.9,Cc1cccc(-n2c(SCC(=O)Nc3ncc(Cl)cc3Cl)nc3ccccc32)c1
2,1.2,COc1ccc(C2c3cc(OC)c(OC)cc3CC3C(=O)OCC32)cc1OC (stereo unspecified)
-9,-0.6,O=C(CSC1=Nc2ccccc2C2CC=NN12)Nc1ccc2c(c1)OCO2 (stereo unspecified)
2,-0.7,O=C(OCc1ccccc1)N1C=CC2CC1c1c(Cl)cccc12 (stereo unspecified)
5,3.0,Nn1c(Nc2ccccc2)nc2sc3c(c2c1=O)CCC3
0,1.3,CN(Cc1ccccc1)C(=O)c1cccc(NC(=O)Cc2ccc(NC(=O)C3CCN(C(=O)C4CCC4)CC3)cc2)c1
2,3.7,CCOc1cc(C=NN=C2c3ccccc3-c3ccccc32)ccc1O
2,-0.2,CC(=O)OCC1OC(n2c3c(cc(C#N)c2=S)CCCC3)C(OC(C)=O)C(OC(C)=O)C1OC(C)=O (stereo unspecified)
-3,1.9,CCCC(CC)Sc1nc2c([nH]1)c(=S)n(C)c(=O)n2C (stereo unspecified)
0,-0.5,NC(=O)c1ccc(=O)n(C2OC(CO)C(O)C2O)c1 (stereo unspecified)
2,-1.2,CCN1C[C@@H]2[C@@H]3C(=O)N(C)C(=O)[C@@H]3[C@](C)(C1=O)N2C(=O)c1ccc(F)cc1
0,-0.7,CCOC(=O)C1(NC(=O)C2(NC(=O)CN3C(=O)c4ccccc4C3=O)CCCC2)CCCC1
-4,1.5,CCCCN1C(=O)Cc2c1nc(N)c1c(N)nc(N(CCC)CCC)c(C#N)c21
0,-0.4,CC(=O)NCCc1nc2cc(NC(=O)c3ccccc3Cl)ccc2n1C
0,-2.4,COc1ccc(C(=O)COC(=O)[C@H](C)NS(=O)(=O)c2ccc(NC(C)=O)cc2)cc1OC
-3,-1.6,Cn1c(C(=O)N2CCN(c3ccc([N+](=O)[O-])cc3)CC2)cc2c(=O)[nH]c3ccccc3c21
0,-1.2,CCOC(=O)N1C2c3ccccc3C(c3ccccc32)N1C(=O)OCC
-4,-0.2,COC(=O)C1=C(NC(=O)C2CCCCC2)CCS1
-4,-0.4,CCC(=O)OCCNc1cc(Sc2nccn2C)c2nonc2c1[N+](=O)[O-]
0,-0.2,CCN(CC)C(=O)COC(=O)c1cc(-c2ccco2)nc2ccccc12
2,-0.3,Oc1ccc(Cl)cc1CNC1CCCCC1
0,-0.3,CSc1cnnc2ccccc12

Ordered by heavy-atom count (smallest number first): some entries from above
NR3A LBD binder,MPTP block,canonical_smiles
-4,-0.2,COC(=O)C1=C(NC(=O)C2CCCCC2)CCS1
0,-0.5,NC(=O)c1ccc(=O)n(C2OC(CO)C(O)C2O)c1 (stereo unspecified)
-3,1.9,CCCC(CC)Sc1nc2c([nH]1)c(=S)n(C)c(=O)n2C (stereo unspecified)
-9,-0.6,O=C(CSC1=Nc2ccccc2C2CC=NN12)Nc1ccc2c(c1)OCO2 (stereo unspecified)
0,-2.4,COc1ccc(C(=O)COC(=O)[C@H](C)NS(=O)(=O)c2ccc(NC(C)=O)cc2)cc1OC
2,-0.2,CC(=O)OCC1OC(n2c3c(cc(C#N)c2=S)CCCC3)C(OC(C)=O)C(OC(C)=O)C1OC(C)=O (stereo unspecified)
0,1.3,CN(Cc1ccccc1)C(=O)c1cccc(NC(=O)Cc2ccc(NC(=O)C3CCN(C(=O)C4CCC4)CC3)cc2)c1

Next part.
NR3A LBD binder,MPTP block,canonical_smiles
-1,0.6,COc1cccc(C(=O)Nc2cc(S(=O)(=O)N3CCOCC3)ccc2N2CCOCC2)c1
-7,-1.4,O=C1C=C(NS(=O)(=O)c2ccccc2)C(=O)c2ccccc21
-2,0.2,O=C(/C=C/c1ccc(F)cc1)NC(=S)Nc1ccccc1O
6,4.5,O=C(CNc1cccc2ccccc12)N/N=C/c1ccc(OC(=O)/C=C/c2ccco2)cc1
1,1.9,OC(CCN1CC2CCC(CC2)C1)(Cc1ccccc1)c1ccco1 (stereo unspecified)
-2,1.0,CC1C(c2ccc3c(c2)OCO3)c2cc3c(cc2OC1N1CCOCC1)OCO3 (stereo unspecified)
0,8.2,CC(C)(C)NCCC(O)c1cc(C(F)(F)F)nc2c(C(F)(F)F)cccc12 (stereo unspecified)
4,-1.8,CC(C)CCC1(CCO)C(=O)N=C(N)NC1=O (stereo unspecified)
0,-0.9,Cc1nc(Cc2nnc(SC(C)C(=O)N3c4ccccc4NC(=O)C3(C)C)o2)cs1 (stereo unspecified)
-2,-1.6,O=C1CCC[C@@H]2C[C@@]3(C[C@@H]4CCN1[C@H]24)Nc1cc(Cl)c(Cl)cc1NC3=NCc1ccccc1
1,-1.5,CCCCNC1=CC(=O)C(NCCCC)=CC1=O
-4,-1.5,O=C(O)c1cnnc2ccccc12
13*,-0.6,CCC(=O)N1CCc2cc(Br)c(S(=O)(=O)NCCN3CCCCC3CC)cc21 (stereo unspecified)
0,6.4,O=C(CSc1ccccn1)Nc1ccc2c(c1)C(=O)c1ccccc1C2=O
24*,1.1,Cc1cccc(C(=O)Nc2ccc(C(=O)/C=C/c3cccnc3)cc2)c1
-2,0.1,O=C1NC(=O)C2(Br)Nc3ccc(Br)cc3C(=O)C2N1 (stereo unspecified)
0,-3.2,CCN1C[C@@H]2[C@@H]3C(=O)N(C)C(=O)[C@@H]3[C@](Cc3ccccc3)(C1=O)N2C(=O)c1ccc(Br)cc1
1,-1.5,COc1ccc(/C=C/C(=O)NC(=S)Nc2ccc(S(=O)(=O)Nc3cc(OC)ncn3)cc2)cc1
-1,-2.9,O=C(COc1cc(Cl)c(Cl)cc1Cl)N1CCN(c2ccccn2)CC1
2,-0.7,CCCN(CC(=O)Nc1ccccc1OC)C(=O)CNC(=O)c1ccc(C)s1
0,-0.8,O=C1c2ccccc2S(=O)(=O)N1Cc1nnc(-c2ccccc2Br)o1
-1,-0.2,CNC(=O)COc1ncnc2sccc12
14*,87*,O=C(NNC(=O)c1ccncc1)Nc1ccc(Br)cc1
6,0.2,O=C(O)CN1C(=O)/C(=C/c2ccc(SCc3ccccc3)o2)SC1=S
-88,-9.4,CCN(CC)c1ccc(C(=C2C=CC(=[N+](CC)CC)C=C2)c2ccccc2)cc1

(continued)
NR3A LBD binder,MPTP block,canonical_smiles
-2,0.3,N#CC1(C(N)=O)OC12CCS(=O)(=O)c1ccccc12 (stereo unspecified)
-1,0.0,CCN(CC(=O)Nc1ccc(NC(C)=O)cc1)C(=O)c1c(C)nn(Cc2ccc(C)cc2)c1Cl
1,0.1,O=C1c2ccccc2C(=O)N1OCCCN1C(=O)c2ccccc2S1(=O)=O
2,2.4,CN(CC(=O)Nc1cccc(F)c1)CC(=O)Nc1cccc(S(=O)(=O)N(C)c2ccccc2)c1
-1,0.5,Cc1ccccc1NC(=O)CSC1=NCCN1
1,5.4,COc1ccc(OC(=O)Cc2cccc3ccccc23)cc1
1,-0.5,CC(=NNC(=O)CSCC(=O)NN=C(C)c1ccccc1)c1ccccc1
-2,0.8,CC(C)Cn1c(N)c(C(=O)COC(=O)c2cccc(F)c2)c(=O)n(C)c1=O
-2,15,O=C1C=CC2=C3c4cc(O)c(O)cc4CC3(O)COC2=C1O (stereo unspecified)
-2,-2.1,CC(=O)N[C@@H](Cc1c[nH]c2ccccc12)C(=O)OCC(=O)Nc1cc(C)on1
-3,0.5,Cn1c(=O)c2[nH]c(C3CC4CCC3C4)nc2n(C)c1=O (stereo unspecified)
2,37,Cc1ccnc(NC(=O)c2cccc(NC(=O)c3ccc(Cl)c(Cl)c3)c2)c1
-1,0.0,NC(=O)c1nccc2ccccc12
4,7.3,Cc1ccc2nc(-c3ccc(NC(=O)COC(=O)c4cncc(Br)c4)cc3)sc2c1
7,0.8,Oc1ccc(-c2csc(Nc3ccc4c(c3)OCO4)n2)c(O)c1
1,-2.5,COc1ccc(S(=O)(=O)N2CCCCC2)cc1NC(=O)c1cccc(S(=O)(=O)N2CCOCC2)c1
5,3.8,Cc1nn2c(N3CCN(c4ccccn4)CC3)cc(C(C)C)nc2c1-c1ccccc1
2,-0.6,Clc1cccc(N2CCN(CCCN3CCN(c4ccccc4)CC3)CC2)c1
-3,-0.1,CN(C(=O)c1ccc(NC(=O)Cc2cccc(NC(=O)C3CCCN(C(=O)CCc4ccccc4)C3)c2)cc1)C1CC1 (stereo unspecified)
1,0.8,COc1ccc(C2=Nn3c(nnc3-c3cccnc3)SC2)cc1
1,-3.1,CCN1C[C@@H]2[C@@H]3C(=O)N(C)C(=O)[C@@H]3[C@](C)(C1=O)N2C(=O)c1ccc(C(C)(C)C)cc1
2,2.3,COc1ccc(-n2c(C)cc(/C=C3\SC(=S)N(Cc4ccco4)C3=O)c2C)cc1
-2,-3.9,CC(=O)O[C@H]1C[C@@]2(C)[C@@H](C[C@@H](O)[C@H]3[C@@]4(C)CC[C@@H](O)[C@@H](C)C4CC[C@@]32C)/C1=C(\CCC=C(C)C)C(=O)O (stereo partly specified)
-5,2.7,CN(C)c1ccc(C=C2C=Cc3ccccc32)cc1
3,-0.2,CCC(CC)n1c(C)cc(=O)n1C(CC)CC

Structural class: those above containing a CF3 group (2)
NR3A LBD binder,MPTP block,canonical_smiles
-3,2.2,COc1ccnc(CSC(N)=Nc2cccc(C(F)(F)F)c2)c1
0,8.2,CC(C)(C)NCCC(O)c1cc(C(F)(F)F)nc2c(C(F)(F)F)cccc12 (stereo unspecified)

(cont.)
NR3A LBD binder,MPTP block,canonical_smiles
0,-1.8,COc1ccc(C(CNC(=O)c2ccc(C)c(S(=O)(=O)N3CCOCC3)c2)N2CCCC2)cc1 (stereo unspecified)
1,0.5,CC1(C)Cc2c(c(N3CCOCC3)nc3sc4c(NCCN)ncnc4c23)CO1
5,-2.1,Cc1ccc2c(Cl)c(C)c(N3CCOCC3)nc2n1
-1,0.7,O=c1[nH]c(=O)n(C2CC(O)C(CO)O2)cc1I (stereo unspecified)
2,-0.6,Cc1nc2ccc(Cl)cc2[nH]1
1,-1.0,CC1CCN(CCCNC(=O)c2ccc(CS(=O)(=O)Cc3ccccc3F)o2)CC1
-1,0.0,O=C(OCCn1c(=S)sc2ccccc21)c1ccccc1
0,12,N#C/C(=C\C1=C(N2CCOCC2)C(=C\c2ccccc2)/CC1)C(=O)Nc1ccccc1F
-1,-1.8,COc1ccccc1C=NNC(=O)NN=Cc1ccccc1OC
2,1.9,Cc1cnc(C(=O)Nc2cccc3cccnc23)cn1
5,3.5,O=C(O)c1cc(N2N=C(C(F)(F)F)/C(=C/C=C/c3ccco3)C2=O)ccc1Cl
-4,0.5,c1cc2c3c(cccc3c1)NC1(CCCC1)N2
6,-3.0,CCN(CC)CCNC(=O)c1ccc(NC(=O)c2cccc(S(=O)(=O)N(C)C3CCCCC3)c2)cc1
-1,-1.6,COc1cc(C2C3=C(COC3=O)Oc3cc4c(cc32)OCO4)ccc1OC(C)=O (stereo unspecified)
-1,-0.2,CC(C)C[C@@H](CN1CCC[C@@H]1CN1C(=O)C(=O)NC[C@@H]1Cc1ccccc1)N1C[C@H](Cc2ccc(O)cc2)N(CC2CCCCCC2)C(=O)C1=O
